# Screens deposited in PubChem BioAssay by National Center for Advancing Translational Sciences (NCATS).
# FBPA Giardia inh: Giardia lamblia aldolase inhibition; A8B2U2; purified Giardia FBPA; Potency, µM (top dose mostly 59.6 µM), for the others: at the highest dose activity, negative = inhibition, most hits filed as inhibitors; actives 0.71% (n = 290,000); AID 2451; also: potency is read from the fitted curve at half-maximal effect; % is scaled to controls: 0 for no effect and ±100 for the full control effect; nearly all actives have a fitted effect of over 55% in size
# Target sequence (A8B2U2 whole entry, looked up): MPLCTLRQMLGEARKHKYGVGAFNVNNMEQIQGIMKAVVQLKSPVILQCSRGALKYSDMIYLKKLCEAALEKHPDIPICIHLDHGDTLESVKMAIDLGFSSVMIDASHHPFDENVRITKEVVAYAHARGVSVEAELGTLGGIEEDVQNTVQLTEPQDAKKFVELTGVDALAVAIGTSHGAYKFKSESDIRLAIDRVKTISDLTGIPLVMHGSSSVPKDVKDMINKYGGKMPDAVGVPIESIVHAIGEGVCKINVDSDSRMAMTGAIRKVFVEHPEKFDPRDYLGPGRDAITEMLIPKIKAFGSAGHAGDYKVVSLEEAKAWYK
#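 Giardia FBPA (40 nM reagent) was preincubated 10 min at RT with compound (up to 57.5 uM final), then substrate plus GAPDH/TPI/NAD/arsenate coupling system with diaphorase/resazurin was added; resorufin fluorescence (525/598 nm) was read after 20 min.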
# CHX counter: affects cycloheximide protein synthesis inhibition readout, counter-screen. cell reporter, cycloheximide protein synthesis inhibition counterscreen. max response, %. actives 12% (n = 300,000); in the data active = max response mostly above about 13%, no sharp cut-off; inactive = mostly below about 14%; also: read at 38.3 µM for the half of the compounds with a filed dose; 0% is about no effect
# Sm TGR block: S. mansoni TGR enzyme inhibition | Q962Y6 | purified TGR, DTNB reduction, TNB absorbance 405 nm | Potency, µM (top dose mostly 114 µM), for the others: top-dose activity change, negative = inhibition, hits mostly inhibitors | actives 3% (n = 360,000); also: potency is read from the fitted curve at half-maximal effect; % is scaled to controls: 0 for no effect and ±100 for the full control effect; nearly all actives have a fitted effect of over 60% in size
#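 Kinetic colorimetric format: TGR-catalysed, NADPH-driven DTNB reduction monitored via TNB absorbance. Enzyme dispensed at 20 nM; compound exposure 15 min at room temperature before reaction start.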
# Shiga toxin inh: Shiga toxin inhibition | Vero cells, Shiga toxin protein synthesis inhibition reporter | inhibition, % at 38.7 µM | actives 9.2% (n = 290,000); in the data active = inhibition mostly above about 28%, no sharp cut-off; inactive = mostly below about 43%; also: 0% is about no effect
# Pf growth 48h: inhibits P. falciparum growth in the first generation, 48 h. P. falciparum luciferase growth in erythrocytes, 48 h. Potency, µM (top dose mostly 28.7 µM), without a hit: top-dose activity change, negative = inhibition, most hits filed as inhibitors. actives 5.9% (n = 310,000). AID 504832; also: potency is read from the fitted curve at half-maximal effect; % is scaled to controls: 0 for no effect and ±100 for the full control effect
#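 In quantitative HTS format, infected erythrocytes bearing luciferase-reporter parasites were treated for a single generation at 37 C. Luminescence after adding detection reagent served as the growth measure.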
# Pf growth 96h: P. falciparum growth inhibition at 96 hours; P. falciparum luciferase reporter growth, 96 h; Potency, µM (series often up to 28.7 µM), without a hit: at the top dose activity change, negative = inhibition, actives largely listed as inhibitors; actives 6.9% (n = 320,000); AID 504834; also: potency is read from the fitted curve at half-maximal effect; % is scaled to controls: 0 for no effect and ±100 for the full control effect
#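 Delayed-death screen, second-generation endpoint: infected erythrocytes, 2% hematocrit, 0.05% parasitemia final; 96 hours at 37 C, 5% CO2; luciferase detection reagent; luminescence decrease equals reduced growth.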
# Starred values were filed as active, the others as inactive; ? = inconclusive; nt = not tested or not shown; & = joins results of further samples; [ ] = another dose, or the depositor's remark. Unless noted, calls follow the shape of the dose curve; as a rule, active = well fitted curve in the direction sought with a large enough effect; inconclusive = small, poorly fitted or top-dose-only effect, or another doubt; inactive = no such curve, though single readings can be large; an effect the other way counts as inactive or inconclusive.
# Values in the order: FBPA Giardia inh | CHX counter | Sm TGR block | Shiga toxin inh | Pf growth 48h | Pf growth 96h
COCc1c(C(=O)N2CCN(Cc3nc4ccccc4s3)CC2)oc2ccccc12
  nt | nt | -30% | nt | -10% | -28%
CC1=C(C(=O)OCC(C)C)C23C(=O)c4ccccc4C2(O1)OC(N)=C3C#N (stereo not drawn)
  -6% | -3 | -4% | 8 | ? | 10%
Cc1cc2c(=O)n(C)c(SCC(=O)Nc3cccc(F)c3)nc2s1
  8% | -9 | -8% | -4 | ? | 8%
CC(=O)NC12CC3CC(C1)CC(C(=O)OCC(=O)Nc1ncc(Cl)c(C)c1Cl)(C3)C2
  -19% | -4 | 0% | -13 | -11% | ?
CC1C/C(=N/Nc2ccc([N+](=O)[O-])cc2[N+](=O)[O-])CC(C)(C)C1 (stereo not drawn)
  6% | -2 | 4% | -4 | 10µM* | ?
Cc1cc(C)c(C#N)c(SCC(=O)NC2CC2)n1
  -10% | 6 | -7% | -1 | 25% | ?
COc1ccc(NC(=O)Cn2nnc(-c3ccccc3NC(=O)C3CC3)n2)cc1
  6% | -4 | -6% | -17 | -12% | nt
Cc1cccc(NC(=O)Cn2cnc3c(oc4ccccc43)c2=O)c1C
  -1% | 4 | 3% | 2 | 21% | 8%
CCc1ccc(/C=C2\SC(=S)N(CCCC(=O)Nc3ccc(C(=O)O)cc3)C2=O)cc1
  nt | -12 | 4% | -10 | ? | ?
CCc1cc(CNC(=O)CC2C(=O)NCCN2Cc2cccc(OC)c2)on1 (stereo not drawn)
  -14% | -2 | ? | 3 | 16% | -6%
O=C(Nc1nc(-c2ccco2)c(-c2ccco2)s1)c1c(F)cccc1Cl
  nt | nt | 22µM* | nt | -15% | -11%
CC(C)c1onc(C(=O)Nc2cccc(O)c2)c1[N+](=O)[O-]
  2% | 31* | ? | 145* | -29% | 92%[activator]
Nc1nonc1-n1nnc(C(=O)N/N=C/c2ccco2)c1-c1ccccc1
  -1% | -2 | -19% | -16 | 27% | 44%[activator]
Oc1ccc2c3c1O[C@H]1[C@@H](O)CC[C@@]4(O)[C@@H](C2)N(CC2CCC2)CC[C@]314
  nt | nt | -11%&-11% | nt | 0%&4% | 52%&1%[activator]
N#Cc1cc(-c2ccccc2)oc1/N=C/c1ccccc1O
  -5% | 29* | ? | 18 | ? | -7%

# Looked up above.
# Oc1ccc2c3c1O[C@H]1[C@@H](O)CC[C@@]4(O)[C@@H](C2)N(CC2CCC2)CC[C@]314 in Pf growth 48h: 0%&4%
# Nc1nonc1-n1nnc(C(=O)N/N=C/c2ccco2)c1-c1ccccc1 in FBPA Giardia inh: -1%

# Further compounds.
# Values in the order: FBPA Giardia inh | CHX counter | Sm TGR block | Shiga toxin inh | Pf growth 48h | Pf growth 96h
O=c1[nH]c2cc(C(F)(F)F)ccc2n1-c1cc(C(F)(F)F)ccc1O
  4% | nt | -1% | nt | ? | ?
COc1ccc(OCC(=O)Nc2ccc(S(=O)(=O)N3CCCCC3)cc2)cc1
  0% | 14 | -1% | 32 | ? | 7%
CCOc1cc(C(=O)Oc2cc(C)[nH]c(=O)c2[N+](=O)[O-])cc(OCC)c1OCC
  nt | -2 | -2% | 23 | -19% | ?
CC(C)C(=O)Nc1nnc(S(=O)(=O)N2CCCCCC2)s1
  ? | 0 | -18%&1% | -3 | 0% | 13%
O=C(O)c1cnn2cc(-c3[nH]ncc3[N+](=O)[O-])cnc12
  -8% | -2 | 0% | -10 | 1% | 30%
CCCN(CCC)S(=O)(=O)c1cccc(-c2csc(C)n2)c1
  1% | -1 | 18% | -7 | 10µM* | ?
CCCN1C(=O)CC(Sc2ncccc2C(=O)O)C1=O (stereo not drawn)
  3% | -2 | -2% | -8 | 19% | 18%
CCOc1ccc(NC(=O)CN(C)C(=O)c2cc(C)oc2C)cc1OCC
  nt | nt | -1% | nt | -2% | 4%
COc1ccc(CC(NC(C)=O)C(=O)NC2CCN(S(=O)(=O)c3ccccc3)CC2)c(OC)c1 (stereo not drawn)
  4% | 1 | 10% | 4 | ? | 7%
CCOc1ccc(NC(=O)CN(C)C(=O)c2ccc(C)o2)cc1OCC
  0% | -1 | -12% | -9 | 22% | 34%[activator]
CC(C)CN(C(=O)c1cccc(S(=O)(=O)N2CCN(C)CC2)c1)C1CCS(=O)(=O)C1 (stereo not drawn)
  nt | nt | -15% | nt | 0% | 25%
CCCS(=O)(=O)N1CCN(CCCc2ccccc2)CC1
  -13% | 1 | 0% | 23 | 10% | -29%
CCN(CC)C(=O)c1[nH]cnc1C(=O)Nc1ccc(Cl)cc1
  nt | nt | ? | nt | 7% | ?
COc1ccc(NC(=O)/C(=C\c2ccncc2)NC(=O)c2ccccc2)cc1
  3% | 22 | 4% | -6 | ? | 20%
CC(OC(=O)c1cc(S(=O)(=O)Nc2ccc(F)cc2)ccc1Cl)C(=O)Nc1ccc2c(c1)OCCO2 (stereo not drawn)
  1% | 1 | -3% | -7 | 20% | -13%
COc1cccc(Cn2nnc3c(=O)[nH]c(C4CCCN(C(=O)c5ccccc5Cl)C4)nc32)c1 (stereo not drawn)
  0% | -3 | 0% | -12 | ? | 75%[activator]
O=C(Nc1cc2cccc([N+](=O)[O-])c2oc1=O)c1cccs1
  7% | 11 | 55%[activator] | 13 | 1% | ?
CCOc1cc2c(cc1OCC)-n1cccc1C(c1cccc(OCC)c1O)NC2 (stereo not drawn)
  5% | 7 | -3% | 8 | 15µM* | -20%
O=c1c2ccccc2nc2n1CC/C2=C/N1CCN(c2cccc(C(F)(F)F)c2)CC1
  ? | -4 | 32µM* | -29 | ? | 15%
COc1ccc(Cl)cc1Nc1nc(C)nc2c1nnn2Cc1ccccc1
  5% | 1 | 15% | 31 | -15% | -15%
c1ccc(CCN(Cc2ccccc2)C2CCN(C3CCCC3)CC2)cc1
  20µM* | -2 | -29% | -5 | ? | ?
COc1ccc(S(=O)(=O)Nc2ccc(S(=O)(=O)NCC3CCCO3)cc2)cc1 (stereo not drawn)
  11% | -6 | -6% | -5 | 11% | 78%[activator]
Cc1cnc(C(=O)OCC(=O)c2ccc(C)s2)cn1
  nt | nt | -12% | nt | 4% | 10%
O=C(C1=C[C@H](c2ccccc2)C[C@H](OCc2ccc(CO)cc2)O1)N1CCCCCCC1
  12% | -1 | 1% | 20 | ? | ?
COc1ccc(NS(=O)(=O)c2cccc(C(=O)NC3CCC(O)CC3)c2)cc1 (stereo not drawn)
  -7% | 1 | 5% | 21 | ? | ?
O=C1Cc2ccccc2Sc2ccc(Cl)cc21
  -6% | 8 | 3% | -16 | 1% | 87%[activator]
CC1C/C(=C/c2ccccn2)C(=O)/C(=C/c2ccccn2)C1 (stereo not drawn)
  -19% | 10 | 16µM* | -9 | 2.6µM* | ?
Cc1nc2ccccc2c(=O)n1NC(=O)c1c(O)c2c(n(CC(C)C)c1=O)CCCC2
  4% | -2 | 2% | 7 | ? | -18%
O=C(Nc1nc2ccccc2s1)c1cc(-c2ccccc2)nn1-c1ccccc1
  6% | 26* | -5% | 24* | 32%[activator] | ?
CC(C)Cn1c2ccccc2c2cc(C(=O)O)ccc21
  8% | -4 | 0% | 11 | nt | 55%[activator]

# An excerpt of these results, with each value named.
O=c1c2ccccc2nc2n1CC/C2=C/N1CCN(c2cccc(C(F)(F)F)c2)CC1
  FBPA Giardia inh: ?
  CHX counter: -4
  Sm TGR block: 32µM*
  Shiga toxin inh: -29
  Pf growth 48h: ?
  Pf growth 96h: 15%

COc1ccc(Cl)cc1Nc1nc(C)nc2c1nnn2Cc1ccccc1
  FBPA Giardia inh: 5%
  CHX counter: 1
  Sm TGR block: 15%
  Shiga toxin inh: 31
  Pf growth 48h: -15%
  Pf growth 96h: -15%

c1ccc(CCN(Cc2ccccc2)C2CCN(C3CCCC3)CC2)cc1
  FBPA Giardia inh: 20µM*
  CHX counter: -2
  Sm TGR block: -29%
  Shiga toxin inh: -5
  Pf growth 48h: ?
  Pf growth 96h: ?

COc1ccc(S(=O)(=O)Nc2ccc(S(=O)(=O)NCC3CCCO3)cc2)cc1 (stereo not drawn)
  FBPA Giardia inh: 11%
  CHX counter: -6
  Sm TGR block: -6%
  Shiga toxin inh: -5
  Pf growth 48h: 11%
  Pf growth 96h: 78%[activator]

# Following part.
# Values in the order: FBPA Giardia inh | CHX counter | Sm TGR block | Shiga toxin inh | Pf growth 48h | Pf growth 96h
COc1ccc(-c2nc(C(=O)NCC3CCCO3)cc3c2[nH]c2ccccc23)cc1 (stereo not drawn)
  -20% | -3 | 3% | -6 | 5.2µM* | 7.4µM*
CCC/C(=N/NC(=O)c1cccc(Cl)c1)c1ccccc1
  2% | 59* | -2% | 80* | 24% | -26%
COc1ccc(NC(=O)CNC(=O)c2cccs2)cc1Cl
  5% | 2 | nt | 5 | 25% | 9%
CCN(c1ccccc1)S(=O)(=O)c1cc(C(=O)NCc2ccccn2)ccc1C
  nt | nt | -1% | nt | ? | ?
CCOC(=O)NCC(C#CCN(CC)CC)N(CC)CC (stereo not drawn)
  -10% | 3 | -17% | -8 | -1% | 21%
CCOC(=O)c1nn(-c2ccc(C)cc2)c(=O)cc1OCC(=O)N1CCN(c2ccccc2)CC1
  nt | nt | 0% | nt | -24% | -20%
Cc1c(CCO)c(=O)oc2n[nH]c(-c3ccccc3)c12
  5% | 2 | -16% | -7 | 10% | ?
CCOC(=O)c1c(C)oc2c1cc(NS(=O)(=O)c1ccc(C(=O)O)cc1)c1ccccc12
  ? | 0 | 28µM* | 15 | 14% | -4%
COc1cc(CN2CCN(C(=O)CC(C)C)CC2)cc(OC)c1O
  16µM* | -4 | 13µM* | 2 | -1% | ?
O=C(NCCCN1CCCC1=O)c1cccc(S(=O)(=O)N2CCCCC2)c1
  nt | nt | -6% | nt | ? | ?
C=CCN(c1ccc(Cl)cc1)S(=O)(=O)c1cccc(C(=O)OCC(=O)N(C)C)c1
  -2% | -6 | 8% | -4 | ? | ?
COc1ccc(NC(=O)N2CCN(c3cccc(C(F)(F)F)c3)CC2)cc1OC
  -8% | -1 | 4% | -9 | 0% | 16%
C[C@H]1CN=C(Nc2ccccc2)N1CCCC1CCCCC1
  -3% | -2 | -19% | -5 | -4% | ?
Cc1cc2nc(-c3ccccc3)cc(=O)n2[nH]1
  ? | 21 | -13% | 31 | 13% | 85%[activator]
O=C(CSc1nnc(CNc2ccc(F)cc2)n1CC1CCCO1)Nc1ccccc1 (stereo not drawn)
  1% | -2 | 10% | -6 | ? | ?
Cc1cc2occ(CC(=O)O)c2cc1C
  12% | 1 | 1% | -11 | 12% | 2%[5.75 µM]
COCCNC(=O)C(c1ccc(F)cc1)N(CCOC)C(=O)CCC(=O)Nc1ccccn1 (stereo not drawn)
  -8% | 6 | -2% | -5 | 2% | 4%
Cc1ccccc1NC(=O)NCC1CCN(Cc2cccc(Cl)c2)CC1
  15% | -4 | -8% | -1 | ? | 27%
O=C(Nc1cc(Cl)ccc1N1CCOCC1)C1=COCCO1
  nt | nt | 5% | nt | 3% | -6%
Cc1cc(C)c(NC(=O)CSc2nc3ccc(NC(=O)CSc4nnnn4-c4ccccc4)cc3s2)c(C)c1
  -1% | -1 | 0% | 10 | -6% | 45%[activator]
FC(F)(F)Oc1ccc(NC2=NCCCS2)cc1
  4% | 33* | 12% | 39* | 27% | -14%
CC(=O)Nc1c(S(=O)(=O)c2ccccc2)c2nc3ccccc3nc2n1Cc1ccccc1
  -2% | -3 | 12% | -8 | ? | 268%[activator]
O=C(O)/C=C/c1cn(Cc2ccccc2)nc1-c1cccnc1
  6% | -1 | -3% | -7 | 34%[activator] | 44%[activator]
